RAD54 inh – inhibitors of human RAD54 branch migration, primary screen, biochemical, fluorescence, single point; RAD54 Holliday junction branch migration, FAM/BHQ fluorescence; AID 602329, 2012; inhibition, % at 10.4 µM; DNA repair and recombination protein RAD54-like (Homo sapiens), Q92698; 360,000 tested, 0.14% active;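 active = mean normalized replicate activity at least 40 and at least half of replicates scoring 40 or more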;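 note: 0% = median of neutral control wells and 100% = median of positive control wells; inhibitors cause a drop in the FAM fluorescence signal; in these data hits start at about 50%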
RAD52 inh – RAD52 DNA annealing inhibitors, primary screen, biochemical, FRET, single point, set 2 | inhibition, % at 18.7 µM | 360,000 tested, 0.46% active | DNA repair protein RAD52 homolog (Homo sapiens), P43351 | recombinant RAD52 DNA annealing, FRET fluorescence;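 active = every replicate showing at least 50% inhibition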
Target sequence (P43351 whole entry, looked up): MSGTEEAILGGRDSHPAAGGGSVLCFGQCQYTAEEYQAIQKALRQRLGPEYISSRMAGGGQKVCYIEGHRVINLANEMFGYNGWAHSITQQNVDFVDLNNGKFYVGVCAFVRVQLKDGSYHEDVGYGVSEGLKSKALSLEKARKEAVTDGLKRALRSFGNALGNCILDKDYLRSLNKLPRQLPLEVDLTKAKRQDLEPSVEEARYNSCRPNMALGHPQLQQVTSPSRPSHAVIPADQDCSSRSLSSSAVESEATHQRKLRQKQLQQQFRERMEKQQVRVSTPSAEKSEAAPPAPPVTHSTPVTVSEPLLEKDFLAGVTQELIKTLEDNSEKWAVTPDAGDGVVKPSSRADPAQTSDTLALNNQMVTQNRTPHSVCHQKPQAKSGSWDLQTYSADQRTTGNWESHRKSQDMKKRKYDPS
GSIS activator – GLuc luminescence reporter in INS-1E cells, primary screen for activators of glucose-dependent secretion of insulin | INS-1E GLuc reporter insulin secretion, 2-3 h | activation, % at 16.6 µM | 370,000 tested, 0.61% active;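 active = lowest replicate activation of at least 40%, so every replicate reaches that level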;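 note: 0% = median of neutral control wells and 100% = median of IBMX positive control wells; some compounds called inactive have numbers as strong as hits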
ERAP1 HTS inh – human ERAP1 aminopeptidase inhibitors, primary screen, biochemical, single point, plate reader; Endoplasmic reticulum aminopeptidase 1 (Homo sapiens), Q9NZ08; recombinant ERAP1, Leu-AMC fluorescence, 60 min; inhibition, % at 10.7 µM; 340,000 tested, 0.15% active; AID 652197, 2013;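 active = mean replicate inhibition of at least 30%, or all replicates individually reaching that 30% level; inactive = mean below 30% and not every replicate reaching it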;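 note: 0% = neutral control wells and 100% = L-leucinethiol positive control wells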
esBAF inh – Bmi1 luciferase reporter increase in mESCs, primary screen, esBAF inhibitor project, mouse ES cells, Bmi1 luciferase knock-in, single point | AID 602393, 2012 | reporter increase, % at 12.5 µM | 24 h; 100% = twice the neutral-well signal | 350,000 tested, 2% active; in the data active = activation above about 40%;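 note: 0% = median of the plate's neutral control wells and 100% = double that signal; a rise in the Bmi1 reporter signal indicates esBAF inhibition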
CFTR F508del cor – F508del CFTR correction, initial screen, CFBE line, single point. CFBE cells, YFP halide quenching; stimulated with forskolin plus potentiator P3; % fluorescence drop versus neutral controls. activity (quench increase), % at 7.58 µM. 350,000 tested, 0.36% active;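 active = mean added fluorescence quench of at least 8% versus neutral control, with both replicates also reaching 8%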;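 note: cells transiently co-express mutant CFTR-F508del with the halide-sensitive YFP; corrector assay measuring rescue of mutant channel to the surface after 24 h compound exposure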
XiGFP reactiv – activators of inactive X chromosome reactivation, primary screen, imaging, XiGFP fibroblasts, GFP high-content imaging, set 2. AID 743238, 2013. XiGFP mouse fibroblasts, % GFP-positive cells imaging, 3 d; cells co-treated with 5-aza-dC sensitizer; scaled so ellipticine positive control = 100%. activation, % at 7.58 µM. 360,000 tested, 0.055% active;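 active = mean normalized replicate activation at least 10% and every replicate at or above 10%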;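 note: 0% = median of on-plate neutral control wells and 100% = ellipticine 6 µM median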
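Schedule: 3 d treatment, 15 min room-temperature fixation; system: 68-5-11 XiGFP fibroblast line; buffer or medium: DMEM plus 5-aza-dC sensitizer; control set: ellipticine 6 µM positive control; compound: one concentration, pinned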
ARNT TACC3 PPI – disruptors of ARNT/TACC3 protein interaction, primary screen, biochemical, AlphaScreen, single concentration | 390,000 tested, 0.66% active | Transforming acidic coiled-coil-containing protein 3 (Homo sapiens), Q9Y6A5 | inhibition, % at 9.99 µM | AlphaScreen His-ARNT PAS-B/GST-TACC3 binding, luminescence; TACC3 fragment carries E629A point mutation;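 active = mean inhibition of replicates at least 50% and at least half of replicates each reaching 50%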;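 note: 0% = complete ARNT plus TACC3 wells and 100% = ARNT alone without TACC3; many hits fall short of the cut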
* marks the source's active call; other numbers are inactive results; · = not tested or not shown; & = joins results of further samples. Not a hit list; 3.3% or so of the library scored in one or more.

SMILES | RAD54 inh | RAD52 inh | GSIS activator | ERAP1 HTS inh | esBAF inh | CFTR F508del cor | XiGFP reactiv | ARNT TACC3 PPI
C[C@@H]1CN([C@@H](C)CO)C(=O)CCCn2cc(nn2)CO[C@@H]1CN(C)Cc1cccc2c1OCCCO2 | -3.1 | -10.9 | -3.9 | 2.4 | -3.4 | -3.8 | -0.2 | -4.6
O=C1c2cccnc2C(=O)N1Cc1ccc(S(=O)(=O)N2CCN(c3ccc(Cl)cc3)CC2)cc1 | · | -16.7 | 1.2 | 3.6 | -6.2 | 2.2 | 0.0 | 2.9
Cc1ccc(S(=O)(=O)Nc2nc(CN3CCOCC3)nc3sc(C(=O)O)c(C)c23)cc1 | -12.0 | -16.5 | 0.9 | 1.8 | 1.6 | -1.5 | 0.2 | ·
COc1ccc(NS(=O)(=O)c2ccc3c(c2)CCN3C(=O)CCC(=O)O)cc1OC | 12.2 | -9.6 | 2.4 | -0.2 | 8.9 | -4.4 | 0.3 | 10.9
COc1cccc(C(NC(C)=O)c2nc(-c3cccc(O)c3)cs2)c1 (stereo not given) | 8.7 | -4.8 | · | 0.8 | 17.7 | -1.2 | 0.0 | ·
COc1ccccc1N1CCN(C(=O)C(=O)c2cccc([N+](=O)[O-])c2)CC1 | · | -1.7 | 2.5 | -0.8 | · | 2.5 | -0.1 | ·
O=C(Nc1ccncc1)c1ccc2ncsc2c1 | -6.4 | -6.6 | 36.8 | -1.5 | 70.8* | -3.5 | 0.1 | 5.5
COCC(=O)Nc1ccc2c(c1)OC[C@@H](C)N(Cc1cc(F)ccc1F)C[C@@H](C)[C@@H](OC)CN(C)C2=O | 5.9 | 2.9 | -7.0 | 0.7 | 1.7 | 1.2 | 0.4 | -0.2
CN(CC(=O)Nc1ccc(N2CCOCC2)cc1)CC(=O)Nc1ccc(N2CCOCC2)cc1 | · | -13.7 | -16.5 | · | -6.2 | -2.7 | -0.2 | -3.7
C=CCn1cnc2c(nnn2-c2ccc(C)c(C)c2)c1=O | · | -18.7 | -7.9 | -1.2 | · | -0.6 | 0.0 | -1.8
O=S(=O)(c1cccc(F)c1)N1CC[C@@H]2[C@@H](CO)Nc3ccc(C#Cc4ccccc4F)cc3[C@@H]21 | -12.9 | 36.7 | -11.2 | -3.5 | 0.2 | 2.5 | 0.1 | -4.8
CCCN(C)C[C@H]1Oc2ncc(-c3ccccc3OC)cc2C(=O)N([C@H](C)CO)C[C@H]1C | -6.5 | -5.7 | 13.2 | 2.4 | -0.3 | 2.9 | -1.1 | -4.8
CNC[C@H]1Oc2ccc(NS(=O)(=O)c3cn(C)cn3)cc2CC(=O)N([C@@H](C)CO)C[C@H]1C | 8.2 | -12.6 | 13.2 | 2.8 | 2.5 | 0.1 | -0.2 | 0.6
CCOC(=O)/C=C1\CN(CCC(C)C)S(=O)(=O)c2ccccc21 | -8.8 | -22.5 | -5.0 | 6.2 | -1.4 | -0.8 | 0.0 | 23.3
CC1CCCCN1S(=O)(=O)c1cnc(Cl)c(Br)c1 (stereo not given) | · | -5.4 | -14.2 | -0.5 | · | -5.0 | 0.1 | -9.6
O=C(Cc1ccccn1)N[C@H]1CC[C@H](CC(=O)N2CCCCC2)O[C@@H]1CO | -4.8 | -6.3 | 3.5 | 1.2 | -3.0 | 3.7 | -0.3 | 21.2
CCOC(=O)CCC(=O)N1CCOCCOCCN(C(=O)CCC(=O)OCC)CCOCCOCC1 | 7.4 | · | 3.8 | · | 1.3 | · | · | -1.9
O=c1c(Br)c(NCc2ccccc2)cnn1-c1ccc(F)cc1 | · | -4.4 | -2.4 | -1.3 | · | -4.9 | 0.6 | -0.7
CCCc1cc(=O)[nH]c(SCC(=O)c2cc(C)n(CCOC)c2C)n1 | -0.4 | · | 44.6 | · | 4.9 | · | · | -6.3
COc1cc(/C=C/c2noc(-c3ccccc3O)n2)cc(OC)c1OC | 5.8 | · | 6.5 | · | · | · | 0.2 | 2.2
O=C(Cc1ccccc1)Nc1ccc(S(=O)(=O)N2CCOCC2)cc1 | · | -16.2 | 13.6 | 0.1 | -7.0 | 1.6 | 0.0 | -3.7
CCOC(=O)c1cc(=O)c2c([N+](=O)[O-])ccc(OC)c2o1 | 6.2 | 2.6 | 0.9 | 3.0 | · | 0.2 | 0.1 | -1.8
CCOC(=O)/C=C/[C@H]1CC2(CCO1)SCCCS2 | -5.3 | -10.2 | -2.9 | 3.3 | 55.4* | -2.1 | 1.2 | -5.3
O=C(N/N=C/c1ccc(OC(F)F)cc1)C1=COCCO1 | -1.3 | 1.6 | 11.9 | -0.4 | -11.6 | -2.4 | 0.0 | -1.4
C[C@@H]1CN([C@H](C)CO)S(=O)(=O)c2ccc(C#CCN(C)C)cc2O[C@@H]1CN(C)C(=O)C1CC1 | · | · | 10.1 | · | -0.4 | -0.5 | -0.6 | ·
Later entries:
SMILES | RAD54 inh | RAD52 inh | GSIS activator | ERAP1 HTS inh | esBAF inh | CFTR F508del cor | XiGFP reactiv | ARNT TACC3 PPI
O=C(NCCCc1ccccc1)c1ccc(CS(=O)Cc2ccccc2Cl)o1 (stereo not given) | -8.9 | -6.7 | -28.6 | 3.6 | -1.9 | 1.6 | 0.2 | -0.6
CC(=O)Nc1ccc(NC(=O)c2cc(=O)c3ccc(C)cc3o2)cc1 | 6.4 | -33.8 | 15.7 | -5.1 | -1.2 | -0.4 | 0.2 | -2.4
Cc1noc(C)c1NC(=O)N(C)C[C@@H]1Oc2ccc(NC(=O)Cn3cnnn3)cc2C(=O)N([C@H](C)CO)C[C@@H]1C | 2.9 | -40.1 | 13.9 | 1.0 | 1.9 | 1.7 | 0.2 | -8.2
Cc1noc(C)c1S(=O)(=O)Nc1ccccc1Cl | -9.9 | 1.1 | 0.6 | 1.6 | -0.9 | -2.5 | 0.0 | -4.9
Cc1cc(C)c2c(c1)/C(=N/Nc1ccc(S(N)(=O)=O)cc1[N+](=O)[O-])CCC2 | · | -1.0 | 11.0 | -0.5 | -14.5 | 3.5 | 0.0 | -2.2
NC(=O)C1=C[C@H](c2ccc3c(c2)OCO3)C[C@H](OCc2ccc(CO)cc2)O1 | -2.5&6.0 | -5.8&-7.5 | 3.1 | -2.4&-2.0 | 36.9 | 0.3&3.8 | -0.1 | 13.3&-5.4
C(=Cc1nc2ccccc2o1)c1ccc2c(c1)OCO2 | -7.3 | -8.2 | -2.6 | 0.5 | -68.0 | -0.7 | -0.2 | ·
C[C@H]1CN([C@@H](C)CO)C(=O)c2cccc(NC(=O)Nc3ccc(F)cc3)c2O[C@H]1CN(C)C(=O)Nc1cccc2ccccc12 | 2.4 | 2.1 | · | -0.3 | 2.5 | 0.5 | -0.2 | 18.2
COc1ccc(-c2nc3ccccc3n(CC(C)C)c2=O)cc1 | · | -7.1 | 6.7 | · | · | -0.9 | 0.0 | ·
CCN1[C@H](C(=O)NCCc2ccccc2)[C@@H](CO)[C@@H]2Cn3c(ccc(C4=CCCC4)c3=O)[C@@H]21 | -7.3 | -33.9 | -9.6 | -2.1 | 1.4 | -1.1 | 0.5 | 1.5
COc1ccc(CCN(Cc2cccs2)S(=O)(=O)c2ccc(S(=O)(=O)N(C)C3CCCCC3)cc2)cc1OC | 2.6 | · | -25.9 | · | · | · | 0.4 | -0.6
O=C(Nc1nc2c(s1)CCCC2)c1cccc(S(=O)(=O)N2CCCc3ccccc32)c1 | · | -33.5 | 35.9 | 2.9 | · | · | 0.0 | ·
Cc1cc2ncc(-c3cccc(Cl)c3)cn2n1 | · | 5.0 | 21.6 | -1.5 | · | -4.6 | 1.1 | -1.4
CC(C)NC(=O)N(C)C[C@H]1OCCCC[C@H](C)Oc2ccc(NS(=O)(=O)c3cn(C)cn3)cc2C(=O)N([C@@H](C)CO)C[C@H]1C | 1.4 | 10.4 | 33.3 | 3.9 | 1.3 | -0.9 | 0.1 | -0.2
CCOc1ccc(S(=O)(=O)N2CCCC(C(=O)N3CCOCC3)C2)cc1C (stereo not given) | 7.9 | -5.0 | 8.0 | -2.4 | · | 0.8 | 0.5 | 15.1
C[C@@H]1CN([C@H](C)CO)C(=O)c2cc(C#CC3(O)CCCC3)cnc2O[C@@H]1CN(C)C(=O)C1CCC1 | -1.1 | -3.7 | 1.4 | 0.9 | -0.6 | 2.5 | -0.9 | 3.3
COCCCNC(=O)Cn1cc2c(n1)CCC(C)C2 (stereo not given) | -16.1 | -10.1 | -5.5 | 0.3 | 2.4 | 2.7 | 0.5 | -1.0
C[C@@H]1CCCCO[C@H](CN(C)S(=O)(=O)c2ccc(Cl)cc2)[C@@H](C)CN([C@H](C)CO)C(=O)c2cc(NC(=O)CCCCCC(=O)Nc3ccccc3N)ccc2O1 | · | -1.2 | 5.6 | 2.0 | · | -0.1 | 0.3 | ·
C[C@H](CO)N1C[C@H](C)[C@@H](CN(C)C(=O)NC2CCCCC2)OCCCC[C@H](C)Oc2ccc(NC(=O)c3ccncc3)cc2C1=O | -3.8 | -7.6 | -12.8 | 2.5 | 2.9 | 1.7 | 0.0 | 1.2
C[C@@H]1COc2cc(N3CCC[C@@H]3CO)ccc2S(=O)(=O)N1 | · | -18.5 | 15.1 | · | · | -0.1 | 0.0 | ·
CCCCc1ccc(S(=O)(=O)NC(=O)C2(C)CCN2C(=O)CCc2cccs2)cc1 (stereo not given) | -2.1 | -5.1 | -1.9 | 0.2 | 2.1 | 0.7 | 0.1 | ·
O=C(O)c1cccc(S(=O)(=O)N2CCN(c3ccccn3)CC2)c1 | 0.7 | -5.1 | -2.6 | -1.1 | 6.8 | 0.6 | 0.0 | -23.4
N#CC(c1ccccc1)N(CCCCl)C(=O)c1ccccc1 (stereo not given) | 0.5 | -8.3 | -9.6 | 2.5 | -4.6 | -1.6 | -0.1 | ·
O=c1nc2s/c(=C\c3ccc(-c4ccccc4[N+](=O)[O-])o3)c(=O)n2nc1-c1ccccc1 | · | -43.1 | -6.1 | 3.4 | 11.5 | · | 0.1 | 11.6
C[C@H](CO)N1C[C@H](C)[C@@H](CN(C)Cc2ccc3c(c2)OCO3)Oc2ccc(NC(=O)Nc3ccc(F)cc3)cc2CC1=O | 13.5 | -9.7 | -10.3 | 0.9 | 0.6 | 0.6 | 0.2 | 19.5
C=CCNC(=S)N/N=C(\C)c1ccc(OC)cc1 | · | 2.5 | 8.5 | -0.2 | · | -0.8 | 0.0 | ·
C[C@H]1CN([C@@H](C)CO)C(=O)Cc2cc(NC(=O)Cc3ccccc3)ccc2O[C@@H]1CN(C)C(=O)Nc1ccc2c(c1)OCO2 | -2.5 | 2.8 | 8.1 | · | -0.5 | -1.8 | -0.1 | 31.8
CC(NC(=O)Nn1cnnc1)(C(F)(F)F)C(F)(F)F | 2.0 | -4.8 | 10.2 | -2.9 | -3.9 | -3.9 | · | 0.1

Molecules above containing bromine, in the order listed:
SMILES | RAD54 inh | RAD52 inh | GSIS activator | ERAP1 HTS inh | esBAF inh | CFTR F508del cor | XiGFP reactiv | ARNT TACC3 PPI
CC1CCCCN1S(=O)(=O)c1cnc(Cl)c(Br)c1 (stereo not given) | · | -5.4 | -14.2 | -0.5 | · | -5.0 | 0.1 | -9.6
O=c1c(Br)c(NCc2ccccc2)cnn1-c1ccc(F)cc1 | · | -4.4 | -2.4 | -1.3 | · | -4.9 | 0.6 | -0.7

Source: PubChem BioAssay
